GalR3 antagonist: blocks the human galanin receptor 3 | O60755 | inhibition, % at 3 µM | 360,000 tested, 0.44% active | HEK293 GalR3-CNG cAMP membrane potential fluorescence; galR3 body fused to GalR1 C-terminus;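 active = inhibition above the screen-wide average plus 3 SD, cut at about 13% in these data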;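 note: forskolin and galanin both at EC90 stimulate the cells; cAMP rise reported by CNG channel membrane potential dye signal; 0% = forskolin plus galanin with DMSO and 100% = forskolin alone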
CRFBP-R2 block: CRF-BP/CRF-R2 complex antagonism; HEK293 CRF-R2/CRF-BP, CRF-induced calcium fluorescence; inhibition, % at 11.8 µM; 350,000 tested, 0.59% active;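 active = inhibition of the ligand-induced calcium signal above about 50% at the single tested concentration, limit read from the data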
PHOSPHO1 block: PHOSPHO1 (human) inhibition; Q8TCT1; recombinant PHOSPHO1, absorbance phosphatase assay; inhibition, % at 13.3 µM; 290,000 tested, 1.1% active; AID 1565; in the data active = inhibition above about 60%
MEKK3 PB1 HTS: raises or lowers MEK5 binding to the human MEKK3 PB1 domain | bead-based flow cytometry, Alexa488-MEK5 binding to MEKK3; actives lie on both sides; 0 = blocked by unlabeled MEK5, 100 = vehicle | 290,000 tested, 1.4% active | binding response (% of control), % at 10 µM;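 active = binding response more than 3 SD above or below the average of its plate-row segment, actives on both sides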;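 note: Alexa488 bead fluorescence after subtracting the streptavidin-only scavenger bead signal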
IDE inh: inhibits human insulin-degrading enzyme in HEK cells. P14735. FAbetaB cleavage, fluorescence polarization. inhibition, % at 5.59 µM. 320,000 tested, 0.41% active;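 active = percent inhibition above the average of all tested compounds plus 3 SD, set per screening campaign, cut at about 16% in these data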;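 note: IDE supplied by intact live HEK cells; FP after avidin binding of uncleaved biotin substrate so inhibition keeps polarization high; 0% = DMSO wells and 100% = 60 µM reference IDE inhibitor Ii1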
Target sequence (P14735 whole entry, looked up): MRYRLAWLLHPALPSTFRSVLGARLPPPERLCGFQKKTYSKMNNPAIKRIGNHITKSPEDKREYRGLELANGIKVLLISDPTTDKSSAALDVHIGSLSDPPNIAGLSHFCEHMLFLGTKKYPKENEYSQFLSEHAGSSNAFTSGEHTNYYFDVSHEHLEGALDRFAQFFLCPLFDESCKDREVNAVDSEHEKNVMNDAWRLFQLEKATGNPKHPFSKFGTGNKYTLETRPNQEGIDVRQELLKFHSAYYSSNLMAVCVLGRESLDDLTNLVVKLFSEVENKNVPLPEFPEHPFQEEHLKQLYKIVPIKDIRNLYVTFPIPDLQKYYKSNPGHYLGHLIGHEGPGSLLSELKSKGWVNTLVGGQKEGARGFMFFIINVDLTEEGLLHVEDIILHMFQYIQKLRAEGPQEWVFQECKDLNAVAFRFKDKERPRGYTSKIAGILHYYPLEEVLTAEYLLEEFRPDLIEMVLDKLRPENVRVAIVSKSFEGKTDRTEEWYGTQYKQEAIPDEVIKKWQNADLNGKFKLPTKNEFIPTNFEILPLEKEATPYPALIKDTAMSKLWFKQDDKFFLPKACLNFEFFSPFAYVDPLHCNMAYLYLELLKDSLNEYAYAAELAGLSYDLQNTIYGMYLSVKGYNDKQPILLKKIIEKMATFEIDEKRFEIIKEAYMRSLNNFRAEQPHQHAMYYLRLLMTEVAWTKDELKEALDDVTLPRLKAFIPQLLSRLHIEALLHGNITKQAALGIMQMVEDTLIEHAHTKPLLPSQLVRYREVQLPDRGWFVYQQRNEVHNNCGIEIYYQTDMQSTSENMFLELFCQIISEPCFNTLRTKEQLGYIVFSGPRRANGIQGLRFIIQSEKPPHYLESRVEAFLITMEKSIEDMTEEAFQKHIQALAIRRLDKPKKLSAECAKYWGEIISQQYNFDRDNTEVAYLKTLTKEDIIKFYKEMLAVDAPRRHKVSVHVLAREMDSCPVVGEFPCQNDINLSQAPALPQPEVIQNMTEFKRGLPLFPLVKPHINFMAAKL
M4 PAM: CHRM4 positive allosteric modulation; P08173; CHO-K1 hM4/Gqi5, Fluo-8 calcium fluorescence, ACh EC20; 0% = ACh EC20, 100% = maximal ACh; activation, % at 3 µM; 360,000 tested, 0.4% active; AID 624126;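 active = activation above its plate's cutoff, the mean activation of sample wells plus 3 SD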; note: some results filed as inactive read as strong as hits
IDE cell activ: boosts human insulin-degrading enzyme activity in HEK cells; 340,000 tested, 0.073% active; P14735; FAbeta-B cleavage, fluorescence polarization; 0% vehicle, 100% cell-free pure enzyme wells; AID 493087; activation, % at 5.96 µM;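 active = activation above the mean of all tested compounds plus 3 SD, set per screening campaign, cut at about 17% in these data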
CRFBP-R2 agonist: agonists of human CRF-binding protein/CRF-R2 receptor complex; activation, % at 13.2 µM; HEK293 CRF-R2/CRF-BP, calcium dye fluorescence (FLIPR); percent of saturating CRF peptide response; 350,000 tested, 0.46% active;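 active = activation of at least 50%, plus an integration ratio under a set limit after plate pattern correction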;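 note: plate controls were neutral control wells without compound for no effect and CRF at EC100 for full effect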
pCIP destab: compounds decreasing mouse p/CIP protein stability. Q05BA5. F442A p/CIP-EGFP cells, EGFP fluorescence, 16 h. decrease of EGFP signal, % at 10 µM. 290,000 tested, 0.01% active;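 active = EGFP signal decrease of at least 30% at 10 µM or well 3 SD below plate mean, unless failing retest; inactive = the rest, including hits failing retest or dose response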; note: some compounds called inactive have numbers as strong as hits; many of its hits are not listed in these tables
* = called active by the depositor; / = not tested or not shown; [ ] = another dose, or the depositor's remark.

no.	GalR3 antagonist	CRFBP-R2 block	PHOSPHO1 block	MEKK3 PB1 HTS	IDE inh	M4 PAM	IDE cell activ	CRFBP-R2 agonist	pCIP destab	SMILES
1	-3.3	-51.1	18.2	99.0	5.3	-8.4	-4.4	15.4	-11.3	Cc1c(C(=O)Nc2ccc(F)cc2)oc2ccc(S(=O)(=O)N3CCC4(CC3)OCCO4)cc12
2	-8.0	-12.0	-2.7	103.0	1.0	-21.9	-5.2	0.5	-8.9	CCN(CC)CCC(C)OC(c1ccccc1)c1ccccc1 (configuration not stated)
3	-1.8	-33.1	81.3*	60.0*[inhibitor]	0.7	2.3	1.5	15.4	0.2	O=C1/C(=C\c2ccc(-c3ccccc3Cl)o2)SC(=S)N1CC1CCCO1 (configuration not stated)
4	-7.6	-26.1	29.8	104.0	-4.0	0.9	4.8	1.2	-11.5	COc1ccc(Cl)cc1NC(=O)COC(=O)CCCC1=NS(=O)(=O)c2ccccc2N1
5	-2.2	15.6	21.4	/	1.8	6.6	-6.4	-0.2	-9.2	COc1ccccc1CCN=C(N)NS(=O)(=O)c1cccs1
6	-7.3	2.5	/	/	7.2	-4.2	-0.5	1.4	/	O=C1C=C(c2cccc(Br)c2)C[C@@H](c2ccc(F)cc2)C1
7	-4.2	-6.2	/	/	-1.4	6.0	4.4	19.1	/	COc1cc(C(=O)N2CCN(C(=O)C3CCCO3)CC2)cc(OC)c1OC (configuration not stated)
8	-5.1	2.6	/	/	/	-5.4	/	6.2	/	C[C@H](CO)N1C[C@H](C)[C@H](CN(C)S(=O)(=O)c2ccc(C#N)cc2)OCc2cnnn2CCCC1=O
9	-4.3	-13.7	/	/	/	0.0	/	0.1	/	CCCCN1C(=O)C(CC(=O)NC2CC2)CC(C(=O)N(CC)CC)=C1C (configuration not stated)
10	-6.4	2.8	25.6	100.0	-1.8	-1.3	-1.2	1.7	-5.9	Cc1ccc(C(=O)NC(=S)NCCCN2CCOCC2)cc1

An excerpt from above, reduced to MEKK3 PB1 HTS.
entry | molecule | MEKK3 PB1 HTS
1 | Cc1c(C(=O)Nc2ccc(F)cc2)oc2ccc(S(=O)(=O)N3CCC4(CC3)OCCO4)cc12 | 99.0
2 | CCN(CC)CCC(C)OC(c1ccccc1)c1ccccc1 (configuration not stated) | 103.0
3 | O=C1/C(=C\c2ccc(-c3ccccc3Cl)o2)SC(=S)N1CC1CCCO1 (configuration not stated) | 60.0*[inhibitor]

Going on with the list.
no.	GalR3 antagonist	CRFBP-R2 block	PHOSPHO1 block	MEKK3 PB1 HTS	IDE inh	M4 PAM	IDE cell activ	CRFBP-R2 agonist	pCIP destab	SMILES
11	-0.1	2.0	28.4	103.0	0.4	7.2	6.0	0.0	-14.5	COC(=O)c1ccccc1NC(=S)NC(NC(=O)c1ccccc1[N+](=O)[O-])C(Cl)(Cl)Cl (configuration not stated)
12	-4.9	10.0	10.9	56.0	5.1	-12.9	-2.2	-0.1	-4.4	CCOC(=O)C1(Cc2ccccc2C)CCCN(Cc2ccc(NC(C)=O)cc2)C1 (configuration not stated)
13	-1.2	2.5	/	/	-3.2	3.9	-4.0	-2.1	/	Cc1csc(CNc2ncnc3ccc(-c4ccc5c(c4)OCO5)cc23)c1
14	/	36.8	30.6	98.0	3.8	9.3	11.8	5.2	-10.1	O=C(Nc1nc2c(F)cccc2s1)c1ccc([N+](=O)[O-])o1
15	-9.9	-5.9	35.1	100.0	4.6	-2.3	6.0	1.0	-4.0	COc1ccccc1C(=O)NNC(=O)CCN1C(=O)/C(=C\c2ccccc2)SC1=S
16	-1.5	-11.4	16.8	97.0	1.4	7.9	4.8	-0.1	-12.7	COc1cccc(CC(NC(C)=O)C(=O)NC2CCN(S(=O)(=O)c3ccc(NC(C)=O)cc3)CC2)c1 (configuration not stated)
17	-0.5	18.7	-9.8	98.0	5.7	14.2	5.8	4.2	9.8	O=C1CN(C(=S)Nc2ccccc2Cl)CCN1
18	-6.5	3.8	/	/	-1.5	3.6	0.9	1.6	/	COc1ccc(C(CNC(=O)c2cc3c(s2)CCC(C)C3)N2CCOCC2)cc1 (configuration not stated)
19	-9.3	13.7	-11.1	93.0	-1.6	-5.4	0.7	-1.6	-7.4	CC(C)Cc1ccc(S(=O)(=O)N2CCOCC2)cc1
20	-7.0	-19.3	39.2	100.0	-1.7	-7.1	0.3	-2.8	-8.0	COc1cccc(CNC(=O)N2CCN(S(=O)(=O)c3ccc(C)cc3)CC2)c1

Continuation.
no.	GalR3 antagonist	CRFBP-R2 block	PHOSPHO1 block	MEKK3 PB1 HTS	IDE inh	M4 PAM	IDE cell activ	CRFBP-R2 agonist	pCIP destab	SMILES
21	-8.6	2.3	28.3	112.0	-0.8	1.5	7.2	-0.3	-5.0	O=C(N/N=C/c1cccnc1)c1ccc(F)cc1
22	-0.6	-11.5	18.5	104.0	-2.7	-6.9	1.9	-0.3	-16.7	CSc1ccccc1NC(=O)c1cc(S(=O)(=O)N(C)C)ccc1N1CCCC1
23	-2.1	1.0	/	/	-0.1	4.1	4.5	-0.6	/	C[C@H](CO)N1C[C@H](C)[C@@H](CN(C)S(C)(=O)=O)Oc2ccc(NC(=O)NC3CCCCC3)cc2C1=O
24	-1.7	0.2	32.2	102.0	2.5	-2.5	6.0	0.9	-3.4	O=C(NCCCN1CCOCC1)c1ccc(NS(=O)(=O)c2ccccc2)cc1
25	-4.8	-2.5	/	/	-3.4	0.0	0.3	-0.6	/	O=C(Nc1cc(S(=O)(=O)N2CCOCC2)ccc1Cl)c1cc2ccccc2o1
26	0.6	-0.8	9.9	103.0	0.2	-2.4	6.3	-0.7	-0.3	O=S(=O)(Nc1cccc(Cl)c1)c1ccc(-n2cccn2)cc1
27	-0.1	10.7	/	/	-0.4	3.3	10.9	-0.2	/	CCCCn1c(N)c(N(CCOC)C(=O)c2cc3ccccc3cc2OC)c(=O)[nH]c1=O
28	-2.7	-8.5	/	/	/	-8.9	-9.5	-2.1	/	Cc1nc(SCC(=O)N2CCCCCC2)c2c(=O)n(C)c(=O)n(CC(C)C)c2n1
29	1.3	-2.9	14.2	102.0	1.3	-12.5	-0.5	-0.9	15.1	COc1ccccc1NS(=O)(=O)c1cccc(C(=O)N2CCN(C/C=C/c3ccccc3)CC2)c1
30	-4.3	15.8	-7.5	103.0	3.2	-2.9	4.7	-0.9	-0.1	COc1ccc(OC)c(-n2c(O)cnc2Nc2nc(C)cc(C)n2)c1

(more compounds)
no.	GalR3 antagonist	CRFBP-R2 block	PHOSPHO1 block	MEKK3 PB1 HTS	IDE inh	M4 PAM	IDE cell activ	CRFBP-R2 agonist	pCIP destab	SMILES
31	-7.3	16.8	3.4	92.0	1.1	-0.5	2.2	-1.0	-21.3	Cc1ccc(C(C(=O)NC(C)(C)C)N(Cc2ccco2)C(=O)Cn2nnc(-c3cccs3)n2)cc1 (configuration not stated)
32	2.8	-5.5	19.7	100.0	9.6	-5.5	2.4	3.1	2.0	Cc1nn(C)c(C)c1/C=C(/C(=O)C(C)C)n1cncn1
33	4.5	-13.3	36.5	102.0	4.8	6.3	-0.8	1.0	-10.8	COC(=O)CC/C(O)=C1\C(=O)CC(C)(C)CC1=NCc1nc2ccccc2[nH]1
34	-7.3	-31.6	8.3	76.0*[inhibitor]	-1.9	11.5	0.2	-2.0	-10.3	COc1ccc(N2C(=O)/C(=C/c3ccc([N+](=O)[O-])cc3)C=C2c2ccccc2)cc1
35	-9.6	9.8	32.2	63.0*[inhibitor]	3.4	4.6	0.9	0.7	-6.2	O=C(Nc1cccc(-c2nc3ccccc3[nH]2)c1)c1ccc(C(=O)Nc2cccc(-c3nc4ccccc4[nH]3)c2)cc1
36	-6.8	10.8	-19.8	96.0	0.8	7.5	3.8	-3.0	-11.1	CCCCC1=NN(C(=O)c2cocc2C)C(O)(C(F)(F)F)C1 (configuration not stated)
37	-1.0	6.6	13.1	98.0	3.7	6.8	3.4	-1.7	-8.6	COc1ccc(S(=O)(=O)N2CCCC2C(=O)Nc2ccc(O)cc2)cc1 (configuration not stated)
38	2.8	5.1	/	/	1.2	13.7*	/	0.6	/	O=C(Nc1cccc(Br)c1)C1CCCC1
39	-1.9	-11.1	/	/	/	-1.3	3.8	-0.4	/	CC(=O)Nc1sc(C)c(C)c1C(=O)OCC(=O)NC(C)c1ccccc1 (configuration not stated)
40	-4.6	-1.5	24.0	100.0	5.8	4.2	-0.8	0.6	-13.8	COc1ccc(NC(=O)C2=C(C)NC(=S)NC2c2ccc(O)c(OC)c2)cc1 (configuration not stated)

The list continues.
no.	GalR3 antagonist	CRFBP-R2 block	PHOSPHO1 block	MEKK3 PB1 HTS	IDE inh	M4 PAM	IDE cell activ	CRFBP-R2 agonist	pCIP destab	SMILES
41	-10.4	7.2	11.4	95.0	1.3	-1.9	2.1	0.9	-2.2	Cc1[nH]c(=O)c(C#N)c(C)c1CCC(=O)NCc1ccc(Cl)cc1
42	-3.2	8.2	15.2	106.0	6.6	5.0	6.4	-1.5	-5.6	CCc1cc(CNC(=O)CC2C(=O)NCCN2Cc2cccc(OC)c2)on1 (configuration not stated)
43	-7.5	-7.4	-13.0	101.0	6.3	2.5	-2.3	3.4	0.2	Cn1c(CNC(=O)c2ccco2)nnc1SCC(=O)c1ccc(Br)cc1
44	-1.7	-5.6	-11.9	102.0	-1.9	-3.3	-0.7	2.1	-12.3	CC1CCN(c2ccc(/C=C(\C#N)c3nn(-c4ccccc4)c(N)c3C#N)cc2[N+](=O)[O-])CC1
45	-8.0	-6.9	49.8	100.0	4.0	-1.8	-1.6	0.3	-1.5	CC(=O)c1ccc(C(=O)N2CCC(CO)(Cc3cccc(C(F)(F)F)c3)CC2)cc1
46	-1.9	-3.3	-14.7	118.0	-4.6	7.1	4.5	-1.9	-19.6	COc1cc(C(=O)NC2CC3CCCC(C2)N3C2CC2)cc(OC)c1OC (configuration not stated)
47	-7.0	-1.9	18.3	104.0	1.3	-3.4	-1.4	9.2	1.4	CCOC(=O)c1nn2c(C(F)(F)F)cc(-c3ccc(OC)cc3)nc2c1Br
48	-8.6	-4.4	/	/	/	0.0	3.9	1.6	/	Cn1c(N)cc(=O)[nH]c1=S
49	-2.1	-0.4	4.4	104.0	3.4	-1.4	-1.7	0.9	-0.8	COc1ccc(Cc2nc3ccccc3n2CC(=O)N/N=C/c2ccccc2)cc1OC
50	-3.4	2.9	38.5	102.0	5.9	-3.0	1.5	-1.9	-3.0	Cc1cc(NC(=O)c2ccc(Cl)c(S(=O)(=O)N3CCOCC3)c2)no1
51	-3.8	4.1	32.5	/	-1.5	-5.1	-5.9	-8.7	-8.5	Cc1nc2c(n1C1CCCCC1)C(=O)c1ccccc1C2=O
52	-4.0	-12.9	33.4	102.0	-3.9	-2.8	0.9	-0.1	12.1	Cc1ccc(S(=O)(=O)CC(=O)N2CC(C)OC(C)C2)cc1 (configuration not stated)
53	-1.5	-0.3	11.1	100.0	6.4	-7.0	-5.0	0.1	2.4	Cc1onc(-c2c(F)cccc2Cl)c1C(=O)Nc1nnc(C2CC2)s1

Values by screen from the list:
CRFBP-R2 agonist, nos. 41 to 50 → 0.9, -1.5, 3.4, 2.1, 0.3, -1.9, 9.2, 1.6, 0.9, -1.9
